# hIAP activ: human IAP activation; P09923; purified human IAP, CDP-Star luminescence, 30 min; hits give high values; 1 = vehicle-only enzyme, 0 = enzyme-free background; activation factor at 10 µM; hit rate 0.16% among 330,000;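 active means activation factor of the enzyme at least 2-fold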; further: the source names both 10 and 20 µM as test concentration; values of inactives mirror those of a sister screen read the other way
# Target sequence (P09923 whole entry, looked up): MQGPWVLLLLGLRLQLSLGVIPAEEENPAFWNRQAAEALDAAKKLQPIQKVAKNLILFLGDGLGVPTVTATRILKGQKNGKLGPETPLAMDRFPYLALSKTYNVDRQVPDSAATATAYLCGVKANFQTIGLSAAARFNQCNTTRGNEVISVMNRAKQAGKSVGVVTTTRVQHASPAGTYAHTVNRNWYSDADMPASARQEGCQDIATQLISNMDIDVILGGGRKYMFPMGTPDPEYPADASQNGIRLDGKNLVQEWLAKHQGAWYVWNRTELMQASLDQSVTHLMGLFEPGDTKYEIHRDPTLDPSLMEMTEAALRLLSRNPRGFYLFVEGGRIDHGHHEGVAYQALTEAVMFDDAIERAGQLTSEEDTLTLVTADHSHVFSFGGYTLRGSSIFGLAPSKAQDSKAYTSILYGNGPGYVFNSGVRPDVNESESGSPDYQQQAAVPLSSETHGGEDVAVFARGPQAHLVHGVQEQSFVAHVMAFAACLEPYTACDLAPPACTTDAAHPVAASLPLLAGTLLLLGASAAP
# Apaf1 inhib: human Apaf-1 inhibition | reconstituted apoptosome caspase-3 activity, DEVD-Rh110 fluorescence | inhibition, % at 20 µM | hit rate 0.71% among 330,000 | AID 489030; active means inhibition of at least 40% at 20 µM;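 further: plate controls were DMSO wells for no effect and DEVD-CHO caspase inhibitor wells for full effect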
#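 Material: reconstituted apoptosome with Apaf-1, cytochrome c, caspase-9, procaspase-3, dATP; medium: pH 7.5 Hepes buffer with CHAPS, BSA, DTT; also added: cytochrome c and DEVD-Rh110 substrate; timing: 30 min plus 50 min, RT; signal: Rh110 fluorescence intensity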
# mIAP block: mouse IAP inhibition; purified mouse IAP, CDP-Star luminescence, 30 min; inhibition, % at 10 µM; hit rate 0.2% among 330,000;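 active means inhibition of at least 40% at 10 µM in the primary screen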;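 further: plate controls were DMSO with enzyme for no effect and no enzyme wells for full effect; values of inactives mirror those of a sister screen read the other way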
# TIM10 inh: inhibits growth of TIM10 yeast strain. S. cerevisiae TIM10 strain growth, BacTiter-Glo luminescence, 24 h. inhibition, % at 10 µM. hit rate 1.4% among 330,000. AID 463195;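 active means inhibition of 40% or more at the single tested concentration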;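 further: wild-type TIM10 isogenic control strain grown at permissive 25 °C; 0% = DMSO yeast wells and 100% = minimal medium wells without yeast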
# tim10-1 inh: growth inhibitors of tim10-1 mutant yeast; S. cerevisiae tim10-1 ts strain growth, BacTiter-Glo, 24 h; inhibition, % at 20 µM; hit rate 2.2% among 330,000;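 active means inhibition of at least 40%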;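 further: mutant grown at 25 °C; 0% = DMSO wells with yeast and 100% = wells holding no yeast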
# hIAP inh: human IAP inhibition. purified IAP, CDP-Star luminescence, 30 min. inhibition, % at 10 µM. hit rate 0.12% among 330,000;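 active means inhibition reaching a set limit with compound at 10 µM in the primary screen, cut at about 35% in these data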;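 further: plate controls were DMSO wells with enzyme for no effect and no-enzyme buffer wells for full effect; values of inactives mirror those of a sister screen read the other way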
# NALP3 yeast inh: NALP3 inhibition in yeast; Yeast reconstituted NLRP3/ASC/caspase-1, beta-gal luminescence, 24 h; inhibition, % at 10 µM; hit rate 0.39% among 330,000;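 active means inhibition of 50% or more; inactive means inhibition below 50%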;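 further: plate controls were induced DMSO wells for no effect and uninduced yeast grown without galactose for full effect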
# ATG4B inhibitor: blocks human ATG4B protease cleavage of LC3 substrate; Q9Y4P1; inhibition, % at 8.33 µM; ATG4B cleavage of LC3-PLA2, NBD-HPC fluorescence, 1 h; AID 504462; hit rate 0.51% among 340,000; in the data active means inhibition above about 40%
# Target sequence (Q9Y4P1 whole entry, looked up): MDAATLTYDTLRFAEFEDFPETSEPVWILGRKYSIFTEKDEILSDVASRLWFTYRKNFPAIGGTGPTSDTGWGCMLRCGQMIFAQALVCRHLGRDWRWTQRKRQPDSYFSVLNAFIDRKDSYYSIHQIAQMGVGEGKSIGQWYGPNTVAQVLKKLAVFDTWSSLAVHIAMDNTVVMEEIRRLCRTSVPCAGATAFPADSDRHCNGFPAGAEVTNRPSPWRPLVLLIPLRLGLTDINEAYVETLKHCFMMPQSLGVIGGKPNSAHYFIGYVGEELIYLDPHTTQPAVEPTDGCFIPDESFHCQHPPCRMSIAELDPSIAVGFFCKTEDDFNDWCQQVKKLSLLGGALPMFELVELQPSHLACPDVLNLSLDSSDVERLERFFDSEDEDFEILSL
# mIAP activ: mouse IAP activation; activation factor at 10 µM; hit rate 0.24% among 330,000; muIAP, CDP-Star luminescence, 30 min; hits give high values; 1 = vehicle-only enzyme signal, 0 = enzyme-free wells; AID 2805;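 active means activation factor of at least 2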; further: the source names both 10 and 20 µM as test concentration; values of inactives mirror those of a sister screen read the other way
#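 also added = chemiluminescent substrate CDP-Star | test system = mouse IAP enzyme | signal = chemiluminescence readout | compound = DMSO-dissolved test compounds | incubation = 30 min at room temperature | benchmarks = DMSO wells, no-enzyme wells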
# An asterisk follows results filed as active; x = not tested or not shown.
mol,TIM10 inh,mIAP activ,ATG4B inhibitor,hIAP activ,NALP3 yeast inh,tim10-1 inh,hIAP inh,mIAP block,Apaf1 inhib
COc1cccc(/C=C/C(=C2/C(=O)N(c3ccccc3)N=C2C)c2ccc(Br)cc2)c1OC,6,0.82,10,0.93,10,20,7,18,16
COc1cccc(NC(=O)Nc2ccc(Cc3ccncc3)cc2)c1,44*,4.6*,-13,1.3,16,33,-31,-357,16
Cc1cc(C(C)(C)C)ccc1OCC(=O)N/N=C\c1c(C)n(C)n(-c2ccccc2)c1=O,-15,1.1,-1,1.3,2,4,-31,-12,18
Cc1ccc(CNC(=O)C2CCC(CNc3c(N4CCOCC4)c(=O)c3=O)CC2)cc1 (centres undefined),-3,1.1,-3,1,12,0,0,-6,3
CCCCCC/C(=N\NS(C)(=O)=O)c1ccccc1,16,1.1,-11,0.99,12,20,1,-8,4
Cc1ccc(NC(=O)/C(=C\c2cccc(Br)c2)NC(=O)c2ccco2)cc1,-25,1.1,1,1.2,21,-4,-15,-6,3
CCN1CCCC1CNCc1ccc(Cl)cc1Cl (centres undefined),-17,1,-6,0.94,13,0,6,-4,-7
O=C(Nc1ccncc1)C1CCN(S(=O)(=O)c2ccccc2C(F)(F)F)CC1,-1,1.1,6,1,0,14,-3,-11,13
N#Cc1ccc(C23CC4(C2)[C@H](CN(Cc2cccnc2)[C@@H]4c2ccccc2)C3c2ccccc2)cc1 (some centres undefined),7,0.92,0,1,-2,17,-1,8,-22
CCOC(=O)C(Sc1nnc(-c2ccncc2)o1)C(C)=O (centres undefined),-1,0.98,1,1.1,19,10,-11,2,-4
COc1ccccc1N1CCN(CC(=O)Nc2ccnn2C2CCCC2)CC1,4,0.97,-5,0.94,-1,1,6,2,-1
O=C1[C@@H]2[C@@H]3C[C@@H]([C@H]4ON=C(c5ccc(Cl)cc5Cl)[C@@H]34)[C@@H]2C(=O)N1C1CCCCC1,13,0.98,-7,0.9,1,52*,10,2,23
CCOc1ccc(NC(=O)NCC2CCN(Cc3ccc(F)cc3)CC2)cc1,-5,1.6,-18,1.1,18,13,-15,-60,8
Nc1ccc(Oc2c(Cl)cccc2Cl)nc1,5,1,-2,0.98,23,2,2,0,-12
Cc1ccc(C)c(C(=O)CN2C(=O)NC3(CCCCCC3)C2=O)c1,5,0.94,1,1.1,25,-5,-8,6,9
CC(NC(=O)c1cccnc1)C(c1cccs1)N1CCOCC1 (centres undefined),12,0.88,1,1.1,14,17,-11,12,-18
CCOC(=O)N1CCC(NC(=O)CN(c2ccc(C(C)C)cc2)S(=O)(=O)c2c(C)nn(C)c2C)CC1,3,0.99,-6,1,-3,24,-2,1,4
Cn1c(=O)n(C)c2cc(NS(=O)(=O)c3ccc(Cl)s3)ccc21,17,1,-6,0.96,-6,-6,4,-4,-2
O=C(c1ccc2c(c1)OCCCO2)c1cccs1,-1,0.94,2,0.88,17,20,12,6,0
O=C(CNC(=O)c1ccc(Br)o1)NNC(=O)c1ccccc1,-7,0.88,3,1,11,-6,-2,12,1

# The listing continues.
mol,TIM10 inh,mIAP activ,ATG4B inhibitor,hIAP activ,NALP3 yeast inh,tim10-1 inh,hIAP inh,mIAP block,Apaf1 inhib
Cc1cccc(N2CC(c3nc4ccccc4n3C)CC2=O)c1C (centres undefined),-6,1,-10,0.95,19,3,5,0,3
COc1cccc(/C=N/NC(=O)CNC(=O)COc2ccccc2)c1O,-5,1,-4,1.5,4,13,-52,-2,-23
O=C(NC(=S)Nc1ccccc1O)c1ccc(-c2ccc(Cl)cc2)o1,-5,0.68,-19,0.94,24,14,6,32,8
CC1=C(C(=O)OCCC#N)C(c2cc3c(cc2Br)OCO3)NC(=O)N1 (centres undefined),-3,1.1,0,1.1,25,13,-9,-14,4
CCCCn1c(N)c(N(CC(C)C)C(=O)C2CCN(S(=O)(=O)c3ccc(C)cc3C)CC2)c(=O)[nH]c1=O,12,1.1,7,1.2,21,7,-21,-6,-2
Cc1cc2c3c(c1)C1(SCC(=O)N1c1ccc(F)cc1)C(=O)N3C(C)(C)CC2C (centres undefined),42*,1.1,-8,0.97,8,48*,3,-7,6
CC(C)(C)C(=O)Nc1nc(-c2ccccc2)ns1,14,1,5,1.2,38,22,-15,-2,13
O=C(COc1ccc(-c2nnco2)cc1)N1CCN(S(=O)(=O)c2ccc3ccccc3c2)CC1,1,1,-22,0.98,-2,24,2,-4,4
CC(=O)n1c2c(c3ccccc31)OC(N)=C(C#N)C2c1ccc(C(C)C)cc1 (centres undefined),35,1.1,35,1.1,14,42*,-13,-10,7
O=C(Nc1ncccn1)C1CCCCC1,-1,1.2,0,1.1,8,13,-13,-18,0
Cc1sc2nc(C(C)Sc3n[nH]c(N)n3)[nH]c(=O)c2c1C (centres undefined),4,0.86,x,1.4,7,10,-43,14,-24
CN(C1CCCCC1)S(=O)(=O)c1ccc(SCC(=O)NC(C)(C)C)nc1,0,1.1,-17,0.99,3,16,1,-10,15
O=C1NC(=Nc2cccc(Cl)c2)SC1Cc1cccc(Cl)c1Cl (centres undefined),12,0.83,23,1.1,-15,5,-7,17,7
O=C(NCc1ccc(F)cc1)C(c1cccnc1)N(C(=O)c1csnn1)c1ccccc1 (centres undefined),-13,1.1,-5,1,16,17,0,-5,4
COc1ccccc1C(=O)NCC1CCN(c2ccc(S(=O)(=O)N3CCOCC3)cc2)CC1,19,1,-4,1,10,26,-3,-4,-15
O=C(Cc1ccccc1)N/N=C/c1ccccn1,7,0.97,-19,1.2,-4,6,-22,3,-14
O=C(NN1C(=O)NC2(CCCCC2)C1=O)c1ccc(-c2ccc(Cl)cc2)o1,-2,0.95,1,1,23,1,-4,5,9
CC(Sc1ccccn1)C(=O)NC1CCCC1 (centres undefined),4,1,-1,1.1,8,2,-7,-1,7
COc1ccc(C(=O)NC2CCN(C(=O)NCc3ccccc3)CC2)cc1,0,1.1,-7,0.88,4,1,12,-5,4
COc1cccc(C(=O)NC(C)C(c2cccs2)N2CCOCC2)c1 (centres undefined),-2,0.99,-8,0.98,19,21,2,1,1

# An excerpt from above in order of heavy-atom count, highest first.
mol,TIM10 inh,mIAP activ,ATG4B inhibitor,hIAP activ,NALP3 yeast inh,tim10-1 inh,hIAP inh,mIAP block,Apaf1 inhib
O=C(NN1C(=O)NC2(CCCCC2)C1=O)c1ccc(-c2ccc(Cl)cc2)o1,-2,0.95,1,1,23,1,-4,5,9
Cc1cccc(N2CC(c3nc4ccccc4n3C)CC2=O)c1C (centres undefined),-6,1,-10,0.95,19,3,5,0,3
O=C1NC(=Nc2cccc(Cl)c2)SC1Cc1cccc(Cl)c1Cl (centres undefined),12,0.83,23,1.1,-15,5,-7,17,7

# The list continues.
mol,TIM10 inh,mIAP activ,ATG4B inhibitor,hIAP activ,NALP3 yeast inh,tim10-1 inh,hIAP inh,mIAP block,Apaf1 inhib
C=CC[C@@H](CC(=O)N[C@H](CO)Cc1ccccc1)C(=O)N[C@H](C)COC(=O)[C@@H](CC=C)CC(=O)OC(C)(C)C,-2,1.1,2,0.94,13,-2,6,-12,10
COc1ccc(/C=N/NS(=O)(=O)c2ccccc2)cc1OC,0,0.96,-1,1,10,0,-2,4,-1
COc1ccc(Cl)cc1S(=O)(=O)NCc1cccs1,8,1,1,0.95,-1,31,5,-5,9
CCC1(CC)C(=O)C2=C3C1[C@H](C(=O)OC)C=C(C(=O)OC)C[C@H]3[C@H]1C(=O)N(Cc3ccccc3)C(=O)[C@H]1[C@H]2C (some centres undefined),10,0.91,1,1,9,14,-3,9,6
CCCOc1ccccc1C1NC(=O)NC(C)=C1C(=O)OCc1ccccc1 (centres undefined),14,0.89,-6,0.86,32,3,14,11,21
O=C1CCN(CCCc2ccccc2)CCN1[C@H](CO)Cc1ccccc1,-2,0.94,5,0.91,2,-8,9,6,-10
Cc1sc2ncn(CC(=O)NCCCC(=O)N3CCCCC3)c(=O)c2c1C,-1,0.94,-7,0.77,13,8,23,6,0
O=[N+]([O-])c1ccc(C2=Nc3cc(Cl)ccc3OC2)cc1,21,0.99,-3,0.92,3,-3,8,1,11
CCOC(=O)Cn1c(=N)n(Cc2ccccc2F)c2ccccc21,4,1.1,6,0.95,-13,13,5,-10,-11
Cc1cccc(NC(=O)CCN2C(=O)C3C4CCC(C4)C3C2=O)c1C (centres undefined),-3,1,-13,0.96,0,6,4,-2,-9
COc1ccc(N2CC(C(=O)N(CC(C)C)c3c(N)n(Cc4ccccc4)c(=O)[nH]c3=O)CC2=O)c(OC)c1 (centres undefined),-2,0.96,-6,0.97,17,7,3,4,-4
CC(=O)c1coc2ccc(OCC(=O)O)cc12,-2,1.1,-1,1.2,-8,-5,-20,-6,5
COc1ccc(C2c3[nH]c4ccccc4c3CCN2C(=O)Cc2nonc2C)c(F)c1 (centres undefined),4,1.5,-5,1,7,17,-1,-49,21
O=C(O)c1ccc(S(=O)(=O)N2CCOCC2)o1,-6,1,1,0.94,-14,1,6,-1,8
O=C(CSc1nnc2ccccn12)NNC(=O)c1ccccc1F,2,1,6,1.1,10,-19,-7,-2,-2
N#Cc1c2c(c(-c3ccco3)[nH]c1=O)CCCC2,0,0.78,6,0.86,14,6,14,22,6
O=C(O)c1ccc(CSCc2c(F)cccc2Cl)o1,-6,0.97,1,0.99,2,4,0,3,-13
Cc1cc2c(cc1C)C(c1ccsc1)CC(=O)N2 (centres undefined),24,1,1,1.1,14,3,-8,-5,0
Cn1c(=O)c2c(nc(N3CCN(c4ccccn4)CC3)n2Cc2ccccc2Cl)n(C)c1=O,51*,0.95,-7,1.2,16,43*,-18,5,19
Cc1ccc2nc(NC(=O)c3ccc(-c4nc5ccccc5s4)s3)sc2c1,6,0.85,-4,0.92,6,7,8,15,5

# (cont.)
mol,TIM10 inh,mIAP activ,ATG4B inhibitor,hIAP activ,NALP3 yeast inh,tim10-1 inh,hIAP inh,mIAP block,Apaf1 inhib
COc1cc(CN2CCC(n3nccc3NC(=O)C3CCOC3)CC2)ccc1F (centres undefined),1,0.86,28,1.1,8,5,-14,14,2
CCOC(=O)/C(=C/c1ccc(OC(=O)c2ccncc2)cc1)C(C)=O,27,1.1,-9,1.1,20,20,-15,-11,7
CC(Oc1ccccc1)C(=O)Nc1nnc(S(=O)(=O)Nc2ccccc2)s1 (centres undefined),-6,1,-3,0.97,20,-4,3,-1,7
O=C(CSc1ccc2c(c1)OCCO2)NCCc1ccc(Cl)cc1Cl,24,1.1,34,0.97,31,32,3,-10,-2
Cc1ccccc1NS(=O)(=O)c1cc(C(=O)Nc2cccnc2)ccc1C,9,0.93,-4,1.1,8,16,-5,7,-1
COCCN(C(=O)CSc1nnc(Nc2ccc(C)cc2)s1)c1c(N)n(CC(C)C)c(=O)[nH]c1=O,1,1.1,-20,1.1,0,21,-8,-8,-2
CCn1c(/C=C/c2ccccc2[N+](=O)[O-])nc2ccccc2c1=O,25,0.97,12,0.98,-14,20,2,3,6
O=c1cc(N2CCCCCC2)[nH]c(=O)n1-c1ccccc1Cl,6,0.97,3,1.1,2,6,-6,3,-18
CCCCn1c(SCC(=O)NC(C)(C)C)nnc1-c1ccco1,9,0.99,1,1,-3,11,-4,1,-17
CC1=NN(C(=O)c2ccccc2Br)C(O)(c2ccc(Cl)cc2)C1 (centres undefined),-6,0.89,3,1.2,23,6,-22,11,-5
CCOC(=O)c1ccc(-c2ccc(-c3cc(=O)oc4cc(OC)c(OC)c(OC)c34)cc2)cc1,-3,0.92,x,x,x,21,x,8,22

# High-throughput results (PubChem)
